# Bioassay records from PubChem BioAssay.
# UGM FP inh: M. tuberculosis UGM enzyme inhibitors, primary screen, biochemical, fluorescence polarization, single point. inhibition, % at 10 µM. UDP-galactopyranose mutase (Mycobacterium tuberculosis (strain ATCC 25618 / H37Rv)), …. actives 0.06% (n = 320,000). AID 504406, 2011. purified UGM, fluorescence polarization probe displacement; in the data active = inhibition above about 10%, passing the limit was not always enough
# Target sequence (P9WIQ1 whole entry, looked up): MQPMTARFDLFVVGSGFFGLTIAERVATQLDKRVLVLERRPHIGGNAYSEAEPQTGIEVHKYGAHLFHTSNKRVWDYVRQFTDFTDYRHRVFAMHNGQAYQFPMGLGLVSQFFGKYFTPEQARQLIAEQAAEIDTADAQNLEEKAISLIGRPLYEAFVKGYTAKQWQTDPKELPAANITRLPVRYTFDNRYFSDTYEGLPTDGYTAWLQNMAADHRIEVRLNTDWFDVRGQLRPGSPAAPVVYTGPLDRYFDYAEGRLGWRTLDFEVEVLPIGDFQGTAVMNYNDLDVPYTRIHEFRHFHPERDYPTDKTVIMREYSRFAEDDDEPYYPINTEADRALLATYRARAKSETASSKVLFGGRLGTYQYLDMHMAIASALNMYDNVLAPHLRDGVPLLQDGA
# PriA SSB inh: inhibitors of Klebsiella pneumoniae PriA binding to SSB C-terminal tail, primary screen, biochemical, AlphaScreen; AlphaScreen SSBct-PriA binding, biotinylated peptide; inhibition, % at 33 µM; actives 0.6% (n = 430,000); in the data active = inhibition mostly above about 37%, no sharp cut-off; inactive = mostly below about 20%;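 also: plate controls were negative control peptide for no effect and reference peptide for full effect; strong numbers were not always called active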
# VHR inh abs: VHR1 phosphatase inhibitors, primary screen, biochemical, absorbance, uHTS. recombinant VHR phosphatase, pNPP absorbance. inhibition, % at 13.3 µM. actives 0.52% (n = 290,000); in the data active = inhibition above about 50%; also: some compounds called inactive have numbers as strong as hits
# Target sequence (P51452 whole entry, looked up): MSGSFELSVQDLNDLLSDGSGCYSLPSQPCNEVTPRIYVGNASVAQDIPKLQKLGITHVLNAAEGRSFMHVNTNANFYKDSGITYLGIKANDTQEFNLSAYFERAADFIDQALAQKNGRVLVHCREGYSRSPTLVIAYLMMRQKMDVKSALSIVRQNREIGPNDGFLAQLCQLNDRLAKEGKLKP
# GDH-TPI counter: GDH-TPI coupling enzyme inhibitors, primary screen, artefact control for M. tuberculosis FBA inhibitor project, biochemical, absorbance, full deck; actives 1.2% (n = 360,000); GDH-TPI coupled enzyme counterscreen, NADH absorbance; inhibition, % at 4.8 µM; in the data active = inhibition above about 30%;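 also: 0% = DMSO wells and 100% = wells lacking the enzyme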
# BH1578 lux ind: inducers of Vibrio cholerae quorum light production without autoinducers, primary screen, BH1578 luxS cqsA deficient, single point; actives 0.16% (n = 350,000); activation, % at 18.7 µM; V. cholerae BH1578 lux reporter, luminescence, 6 h; AID 588436, 2011; in the data active = activation mostly above about 9.7%, no sharp cut-off; also: not every result past the cut was called active; inactives centre near 0; reference of the scale not given here
# Mtb FBA inh: Mtb FBA enzyme inhibitors, primary screen, biochemical, fluorescence, strain H37Rv. Fructose-bisphosphate aldolase (Mycobacterium tuberculosis (strain ATCC 25618 / H37Rv)), …. purified M. tuberculosis FBA, fluorescence read-out. AID 588726, 2011. inhibition, % at 1 µM. actives 2.3% (n = 360,000); in the data active = inhibition above about 27%;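 also: 0% = vehicle and 100% = reference inhibitor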
# Target sequence (P9WQA3 whole entry, looked up): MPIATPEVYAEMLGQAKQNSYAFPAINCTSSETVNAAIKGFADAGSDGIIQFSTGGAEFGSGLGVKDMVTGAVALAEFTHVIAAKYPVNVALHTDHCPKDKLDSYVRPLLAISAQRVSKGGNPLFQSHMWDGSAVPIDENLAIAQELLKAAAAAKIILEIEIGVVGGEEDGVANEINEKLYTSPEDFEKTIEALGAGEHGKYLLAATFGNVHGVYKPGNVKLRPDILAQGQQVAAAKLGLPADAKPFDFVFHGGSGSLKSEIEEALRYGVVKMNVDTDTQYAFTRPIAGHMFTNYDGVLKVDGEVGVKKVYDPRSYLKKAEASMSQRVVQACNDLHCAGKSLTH
# BioA inh: M. tuberculosis BioA enzyme inhibitors, primary screen, biochemical, plate reader, single point, HTS. 7,8-diaminopelargonic acid synthase BioA (Mycobacterium tuberculosis). purified M. tuberculosis BioA enzyme. inhibition, % at 9.99 µM. actives 0.096% (n = 360,000); in the data active = inhibition above about 40%
# MazF activator: activators of E. coli MazEF toxin-antitoxin RNase, primary screen, biochemical, fluorescence, uHTS | Endoribonuclease toxin MazF (Escherichia coli (strain K12)), P0AE70 | FAM/BHQ RNA-DNA oligo cleavage fluorescence, 5 h | activation, % at 20 µM | actives 0.32% (n = 350,000) | AID 504720, 2011; in the data active = activation above about 50%
# Target sequence (P0AE70 whole entry, looked up): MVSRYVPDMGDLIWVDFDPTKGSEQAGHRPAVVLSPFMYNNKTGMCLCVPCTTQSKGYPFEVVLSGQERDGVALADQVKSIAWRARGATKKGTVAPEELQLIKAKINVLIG
# Rv3671c protease: Rv3671c serine protease inhibitors, primary screen, biochemical, fluorescence polarization, M. tuberculosis H37Rv; P9WHR9; inhibition, % at 5.96 µM; actives 0.048% (n = 320,000); AID 2606, 2010; in the data active = inhibition above about 38%;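 also: extracellular domain of Rv3671c used as enzyme; 0% = enzyme with DMSO and 100% = no enzyme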
# 3CLpro inhibitor: SARS-CoV 3CLpro protease inhibitors, primary screen, biochemical, quenched FRET; actives 0.14% (n = 290,000); inhibition, % at 6 µM; AID 1706, 2009; recombinant SARS-CoV 3CLpro, quenched FRET peptide cleavage; Replicase polyprotein 1ab (Severe acute respiratory syndrome coronavirus), P0C6X7; in the data active = inhibition above about 12%
# The depositor's hits bear a star; i = inactive; . = not tested or not shown.
structure,MazF activator,Rv3671c protease,VHR inh abs,BH1578 lux ind,BioA inh,PriA SSB inh,Mtb FBA inh,GDH-TPI counter,UGM FP inh,3CLpro inhibitor
Cc1ccc(-n2c(SCC(N)=O)nnc2-c2cccnc2)c(C)c1,6,-6,2,1.3,3.1,-7,-2,-4,-0.1,-5
O=C(c1ccc(F)cc1)C1CCN(Cc2cn[nH]c2-c2ccc(F)cc2)CC1,0,-10,-7,i,-4.4,5,6,1,2.3,-1
COc1cccc(-n2c(Cc3cc(=O)[nH]c(=O)[nH]3)nnc2SCC(=O)N2CCCCC2)c1,-12,-2,2,-0.2,-3.2,-6,1,-4,-0.3,-5
CCOc1ccccc1NC(=O)C1C2CCC(O2)C1C(=O)O (centres undefined),13,3,14,-0.1,-0.6,-1,-2,0,0.2,0
Cc1ccc(CN2CCN(Cc3ccc(C)s3)CC2CCO)cc1 (centres undefined),2,2,18,-0.4,0.8,-2,-2,-1,-3.7,-1
O=C1CC(c2ccc(Cl)cc2)Oc2ccc(Cl)cc21 (centres undefined),-4,.,.,i,0.0,-17,-3,-2,.,.
CN(C)C=NC(=O)c1cc(C(=O)c2ccccc2Cl)c[nH]1,-6,-12,-11,i,.,-1,0,6,-1.1,3
CCOC(=O)C1=C(C)N=C2SC(C)C(=O)N2C1c1ccc(OCC)c(OCC)c1 (centres undefined),-6,-14,8,-0.1,1.2,-7,-2,-2,-1.4,4
CN(C)/C=C(\C#N)C(=O)Nc1ccc(F)cc1,-2,0,22,-0.4,-2.1,-3,-1,7,-0.2,1
O=S(=O)(NCC1CCCO1)c1ccccc1F (centres undefined),6,-3,2,-2.6,0.9,-2,0,-4,1.4,6
CCOC(=O)C1=C(N)Oc2c(oc(CO)cc2=O)C1c1ccccc1 (centres undefined),-5,4,33,-0.3,.,2,2,13,1.8,3
O=C1CC2CS(=O)(=O)CC2N1c1ccc(Oc2ccccc2)cc1 (centres undefined),2,3,17,0.8,3.0,-11,-3,-5,0.7,2
COc1ccc(Oc2cccc(Cl)c2CNC(=O)CCC(=O)O)cc1,-6,3,14,-0.7,.,-4,-1,-12,-1.8,-1
NC(=O)Cn1cc(C(=O)COc2ccccc2)c2ccccc21,.,-4,-8,.,.,.,.,.,3.5,1
COC(=O)c1ccc(NC(=S)NCCc2cccc(C)c2)cc1,3,-25,5,-0.3,-1.1,1,-1,-4,-0.7,-1
CCN1CCN(S(=O)(=O)c2ccc(S(=O)(=O)NCC3CCCO3)cc2)CC1 (centres undefined),4,-13,0,i,-0.2,-6,-2,-6,-0.3,-3
Cc1ccc(NC(=O)C2CC(=O)NC(Nc3cccc(C)c3)=N2)cc1 (centres undefined),1,-2,4,-0.3,-1.9,-9,0,-7,-1.7,2
Cc1ccccc1NC(=O)c1ccc(C)c(S(=O)(=O)Nc2ccccn2)c1,0,12,10,-0.2,0.0,-5,7,8,-3.2,-1
CCOc1ccc(C(=O)C2CCN(C(=O)c3ccccc3C(=O)O)CC2)cc1,3,0,4,-0.5,0.9,-8,0,5,-1.1,-2
Cc1cc(C)n(C(=O)COc2ccc(Cl)cc2Cl)n1,-11,5,8,i,-0.7,10,-3,0,-2.0,1
Cc1cc(N2C(=O)C(O)=C(C(=O)c3ccc(C)o3)C2c2cccc(Oc3ccccc3)c2)no1 (centres undefined),2,12,10,0.5,-1.0,-14,3,6,4.4,8
CCCCn1c(N)c(N(CC(C)C)C(=O)Cn2c(=O)cnc3ccccc32)c(=O)[nH]c1=O,0,4,.,-10,.,-6,6,6,0.1,.
Cc1ccc(NC(=S)NCCCN2CCOCC2)cc1C,2,-13,4,i,.,4,-1,-4,-2.0,-6
C=CC[C@@H](CC(=O)N[C@H](CO)Cc1ccccc1)C(=O)N[C@H](COC(=O)[C@@H](CC=C)Cc1ccc(F)cc1)Cc1c[nH]c2ccccc12,-2,-14,.,i,-1.3,0,-1,7,-0.4,.
O=C(Nc1ccccc1N1CCOCC1)c1cccc2ccccc12,7,.,.,i,2.1,.,-6,0,.,.
Cc1cccc(Nc2nnc(SCC(=O)c3ccc(Br)s3)s2)c1C,-12,-24,10,3.4,.,11,-2,0,1.6,-4
C=CCn1c(=O)c(C=Nc2cccc([N+](=O)[O-])c2)c(O)n(CCCC)c1=O,35,-5,11,3.5,-1.6,-1,0,5,-0.1,5
O=C(/C=C/c1ccccc1[N+](=O)[O-])NCCCN1CCCC1=O,-5,2,-6,2.5,-0.4,-3,3,0,-0.8,-2
O=C(CCCc1ccccc1)NC1CC1,3,-5,1,-0.3,.,-11,6,12,0.0,4
CCCSc1nnc(-c2ccccc2N)c(=O)[nH]1,5,-4,13,i,-0.8,-10,-2,15,2.3,2
O=C(NCc1ccc(F)cc1)C(c1cccnc1)N(C(=O)c1csnn1)c1ccccc1 (centres undefined),-16,-1,39,-0.3,-1.8,-7,-2,1,1.1,4
CC(C)(C)OC(=O)N1CCC(c2c(C(=O)O)cnn2-c2ccc(Cl)cc2)CC1,-2,2,18,-1.4,-0.6,-22,-1,10,-1.5,3
CCCCCC(=O)Nc1cccc(C2=NOC3(C2)C[C@@H](C(N)=O)N(C(=O)c2cc([N+](=O)[O-])cc([N+](=O)[O-])c2C)C3)c1 (some centres undefined),6,9,7,-0.4,-1.7,-3,3,11,-1.4,.
O=C(O)C1C2C=CC(C2)C1C(=O)NCCc1cccc(Cl)c1 (centres undefined),-2,0,4,i,1.4,-2,5,-3,-1.0,6
CCN(CC)c1ccc(C=Nc2cccc(S(=O)(=O)N3CCOCC3)c2)c(O)c1,2,-5,.,-13,-2.7,-11,-2,61*,0.9,.
Cc1ccc(C)c(N(CC(=O)NCc2ccco2)C(=O)CCC(=O)Nc2ccccn2)c1,5,.,0,i,-1.0,-5,-1,-4,.,2
CC(=O)c1c(C)[nH]c(C(=O)OCC(=O)N2CC(C)OC(C)C2)c1C (centres undefined),-2,0,.,i,.,-17,0,0,-0.8,.
CCc1ccccc1NC(=O)COC(=O)c1c(C)nsc1NC,-3,0,.,-3.1,-1.2,-1,1,6,3.4,.
Oc1cc(Cl)cc(Cl)c1Cl,5,4,.,-0.3,-0.4,3,3,6,1.0,.
CCOc1ccc(-c2nnc(-c3ccncc3)o2)cc1,-6,-1,4,i,-3.9,-8,3,16,1.9,-5
O=C1CN(C(=O)NCC(=O)N[C@H](C(=O)O)c2ccccc2)c2ccccc2N1,-24,-19,-3,i,-1.4,0,-1,10,-3.1,9
COC(=O)C1CCN(CC(=O)NC(=O)NC2CCCCC2)CC1,3,-7,-4,i,-1.9,-3,0,-2,-2.1,6
CC(C)n1cc(CN2CCN(C)C(CCO)C2)c2ccccc21 (centres undefined),-3,1,12,-0.3,-0.2,0,1,-3,1.3,-4
CCCCOC(=O)CCCN1C(=O)/C(=C2\SC(=S)N(CCCC(=O)OCCCC)C2=O)SC1=S,-3,-3,15,i,-2.8,-4,3,1,1.8,1
CC(=O)Nc1ccc(CN2CCC2(C)C(=O)NC2CCN(Cc3ccccc3)CC2)cc1 (centres undefined),.,.,.,0.3,-1.4,.,-1,5,.,.
COc1ccc2[nH]c(=O)c(CN(Cc3nnnn3Cc3ccc(F)cc3)CC3CCCO3)cc2c1 (centres undefined),0,-15,15,i,.,-4,14,0,2.0,1
C=C(C)c1cccc(C(C)(C)NC(=O)N2CCN(C/C=C/c3ccccc3)CC2)c1,-2,-1,21,-0.4,0.0,-5,1,3,0.1,1
COc1ccc(-c2c(C)[nH]n3c(=O)c(Cc4ccccc4)c(C)nc23)cc1,-5,7,4,-0.4,.,-12,8,1,-0.2,2
O=[N+]([O-])c1ccc(N2CCNCC2)c(Cl)c1,5,2,18,-0.2,.,16,2,2,-1.0,3
Cc1ccc(NC(=O)CCC(=O)n2nc(C)cc2C)c(C)c1,-1,1,26,i,-0.4,-11,0,0,-3.8,0
CN1CCN(S(=O)(=O)c2cnc(Cl)c(Br)c2)CC1,-12,-5,-13,-0.3,.,-20,1,1,-0.5,1
O=C(NC1CCS(=O)(=O)C1)Oc1ccccc1 (centres undefined),9,0,28,i,-1.3,0,0,-4,-0.5,-2
Cc1cc(C)c(OCC(=O)Nc2ccccc2N2CCCCC2)c(C)c1,-9,-5,.,-0.7,.,-24,5,1,3.3,.
COC(=O)c1ccc(C(=O)Nc2ccc(N)cc2N)cc1,8,-6,10,i,-1.7,40*,-3,5,-0.4,-2
COC(=O)c1ccc2c(c1)S(=O)(=O)NC(=NCCCN1CCOCC1)S2,9,3,-12,-0.3,0.9,-2,1,-4,-2.5,-2
Cc1ccc(F)c(Cn2cnc3c(cnn3C(C)(C)C)c2=O)c1Cl,1,-4,.,0.3,3.0,-18,-1,-5,0.4,.

# The list continues:
structure,MazF activator,Rv3671c protease,VHR inh abs,BH1578 lux ind,BioA inh,PriA SSB inh,Mtb FBA inh,GDH-TPI counter,UGM FP inh,3CLpro inhibitor
COc1ccccc1/C=C/C=N/n1c(C2CCCCC2)n[nH]c1=S,1,-8,-10,1.2,0.4,.,-1,5,-0.1,-2
Cc1ncc(CO)c2cc(S(=O)(=O)c3ccc(F)cc3)c(=O)oc12,9,-1,-8,-0.4,-1.5,-7,3,-1,-0.6,0
N#CC1=C(N)N(c2ccccc2)C2=C(C(=O)CCC2)C1c1cccs1 (centres undefined),-8,-13,13,-0.4,.,1,6,19,4.6,0
O=C1CN(C(=O)NCC(=O)N[C@H](Cc2ccccc2)C(=O)O)c2ccccc2N1,-4,-2,9,-0.9,-2.4,-1,2,6,-1.1,3
COc1cc2c(cc1OC)C(c1cccs1)N(C(=S)NC(C)C)CC2 (centres undefined),5,-1,32,-0.5,.,1,0,-3,-1.4,0
O=C(C1CCCN(S(=O)(=O)c2cc(Cl)ccc2Cl)C1)N1CCOCC1 (centres undefined),-2,7,19,-0.7,0.3,-16,-3,-2,-0.2,0
Cc1ccc(CNC(=O)CCNS(=O)(=O)c2ccc(Br)s2)cc1,-13,-1,7,i,.,-12,1,1,1.0,-3
Cc1ccc(C(=O)N/N=C/c2cccnc2)cc1Cl,-9,.,.,-5.3,18,.,4,5,.,.

# In another format: five of the compounds above
# Each structure is followed by: MazF activator	Rv3671c protease	VHR inh abs	BH1578 lux ind	BioA inh	PriA SSB inh	Mtb FBA inh	GDH-TPI counter	UGM FP inh	3CLpro inhibitor
> Cc1ccc(CNC(=O)CCNS(=O)(=O)c2ccc(Br)s2)cc1
  -13	-1	7	i	.	-12	1	1	1.0	-3
> COc1cc2c(cc1OC)C(c1cccs1)N(C(=S)NC(C)C)CC2 (centres undefined)
  5	-1	32	-0.5	.	1	0	-3	-1.4	0
> Cc1ncc(CO)c2cc(S(=O)(=O)c3ccc(F)cc3)c(=O)oc12
  9	-1	-8	-0.4	-1.5	-7	3	-1	-0.6	0
> Cc1ccc(C(=O)N/N=C/c2cccnc2)cc1Cl
  -9	.	.	-5.3	18	.	4	5	.	.
> COc1ccccc1/C=C/C=N/n1c(C2CCCCC2)n[nH]c1=S
  1	-8	-10	1.2	0.4	.	-1	5	-0.1	-2

# An excerpt (hit frequency here may not be typical).
